TbHK1 inh: T. brucei hexokinase 1 inhibition. recombinant TbHK1, G6PDH-coupled NADH A340. inhibition, % at 10 µM. 0.11% of 220,000 active. AID 1430;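 active = inhibition of 50% or more in the single-dose primary screen; inactive = inhibition below 50%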
m-calpain inh: blocks pig calpain II enzyme activity; purified calpain II, fluorogenic peptide substrate, 30 min; inhibition, % at 16 µM; AID 1236; 0.37% of 220,000 active;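 active = inhibition above about 50%, limit read from the data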
Hck Nef HTS: human Hck-Nef kinase inhibition; P08631; Recombinant Hck-YEEI plus Nef, Z-Lyte FRET kinase assay; inhibition, % at 20 µM; 0.68% of 220,000 active; AID 463187;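 active = Hck-Nef kinase inhibition above about 50%, limit read from the data; inactive = inhibition below that limit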;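 note: 0% = DMSO with Hck plus Nef and 100% = Hck alone without Nef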
L929 necroptosis: blocks zVAD induced death of L929 cells; L929 zVAD necroptosis rescue, ATP luminescence, 24 h; with zVAD 60 µM; viability rescue, % at 10 µM; 0.38% of 220,000 active;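 active = activation, scaled between plate controls, above about 75%, limit read from the data; inactive = activation under that limit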;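 note: 0% = zVAD with DMSO and 100% = DMSO alone without zVAD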
eIF4E 4G PPI: inhibitors of eIF4E and eIF4G interaction in translation initiation | P63073+Q04637 | TR-FRET eIF4E-eIF4GI(517-606) binding, 2 h | inhibition, % at 21.7 µM | 0.37% of 220,000 active;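 active = inhibition above about 30%, limit read from the data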;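 note: 0% = full FRET control wells and 100% = background wells lacking eIF4GI fragment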
EP2 mod: modulates human prostaglandin E2 receptor EP2 signaling; AID 940; induction, % at 25 µM; P43116; 0.83% of 260,000 active; EP2-expressing cells, cAMP HTRF FRET, PGE2 co-stimulation;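 active = compounds whose cAMP rise, as percent of the full-agonist control response, exceeds 60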;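 note: rat C6 glioma line stably carrying human EP2 under a CMV promoter; the protocol text gives 20 µM as final concentration; 100% = response of wells given 1 µM PGE2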
Target sequence (P43116 whole entry, looked up): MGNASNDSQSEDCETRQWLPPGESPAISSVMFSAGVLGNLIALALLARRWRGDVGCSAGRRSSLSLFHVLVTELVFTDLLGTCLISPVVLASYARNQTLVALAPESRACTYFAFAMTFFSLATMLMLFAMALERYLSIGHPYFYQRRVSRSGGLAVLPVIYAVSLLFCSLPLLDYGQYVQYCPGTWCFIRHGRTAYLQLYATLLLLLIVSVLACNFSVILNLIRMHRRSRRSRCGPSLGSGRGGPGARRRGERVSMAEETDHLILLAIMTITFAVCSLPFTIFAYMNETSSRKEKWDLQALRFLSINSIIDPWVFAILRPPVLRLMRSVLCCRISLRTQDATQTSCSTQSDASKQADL
14-3-3 Bad PPI: disrupts binding of bovine 14-3-3 zeta to phospho-Bad peptide | P63103 | TR-FRET 14-3-3zeta/Dy647-pBad peptide displacement, 1 h | inhibition, % at 21.7 µM | 0.71% of 220,000 active | AID 781;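 active = inhibition above about 70%, limit read from the data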;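 note: 0% = full 14-3-3 plus peptide FRET controls and 100% = background without 14-3-3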
Target sequence (P63103 whole entry, looked up): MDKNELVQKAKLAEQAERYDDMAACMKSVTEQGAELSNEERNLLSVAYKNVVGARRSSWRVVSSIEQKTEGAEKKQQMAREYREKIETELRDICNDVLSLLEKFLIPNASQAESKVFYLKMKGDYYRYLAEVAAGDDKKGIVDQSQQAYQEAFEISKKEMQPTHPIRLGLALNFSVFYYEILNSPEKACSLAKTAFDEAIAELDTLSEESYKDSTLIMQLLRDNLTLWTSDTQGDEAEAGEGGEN
PGE2 EP2 inh: EP2 receptor (human) inhibition. P43116. C6 glioma cells expressing human EP2, cAMP TR-FRET; cells stimulated with saturating PGE2. inhibition, % at 25 µM. 0.52% of 260,000 active;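 active = percent inhibition above 40 after rounding to a whole number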;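 note: rat C6 glioma host cells with rolipram phosphodiesterase inhibitor present; the protocol text gives 20 µM as final concentration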
Rad51 HR inh: Rad51 (human) homologous recombination inhibition; hRad51 DNA strand exchange, fluorescence dequenching; inhibition, % at 10 µM; 0.085% of 200,000 active;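 active = inhibition above 40% at the single screening dose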;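 note: 0% = DMSO control wells and 100% = blanks with heterologous ssDNA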
Target sequence (Q06609 whole entry, looked up): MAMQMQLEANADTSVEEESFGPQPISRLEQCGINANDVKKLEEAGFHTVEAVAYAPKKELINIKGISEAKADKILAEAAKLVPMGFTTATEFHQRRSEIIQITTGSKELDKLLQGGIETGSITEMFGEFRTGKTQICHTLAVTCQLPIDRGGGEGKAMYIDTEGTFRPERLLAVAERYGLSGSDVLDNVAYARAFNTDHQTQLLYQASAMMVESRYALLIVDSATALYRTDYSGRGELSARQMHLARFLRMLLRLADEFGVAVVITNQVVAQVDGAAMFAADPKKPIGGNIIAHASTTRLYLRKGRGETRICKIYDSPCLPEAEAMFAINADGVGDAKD
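Material: human Rad51–ssDNA filaments; Probe or stimulus: labelled 47-mer dsDNA for strand exchange; Doses: single 10 µM dose; Incubation: 37 °C 15-min filament assembly, 30-min compound preincubation, 15-min exchange; Technique: FRET fluorescence dequenching, excitation 485 nm, emission 520 nm; Measure: Fluorescence-based percent inhibition, control- and blank-normalised; Benchmarks: plate control and blank wells.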
* = called active by the depositor; nt = no result given; & = joins results of further samples; [ ] = remark or other dose. Some of the compounds tested; the hit share may differ from the screen's.

SMILES	TbHK1 inh	m-calpain inh	Hck Nef HTS	L929 necroptosis	eIF4E 4G PPI	EP2 mod	14-3-3 Bad PPI	PGE2 EP2 inh	Rad51 HR inh
Clc1ccc(C2[C@H]3CN(Cc4cccnc4)[C@H](c4ccccc4)C34CC2(c2ccccc2)C4)cn1 (stereo partly drawn)	-6.8	-19.5	27.7	0.4	-6.1	15.3	2.5	4.1	-2.4
Cc1cccc(N2C(=O)CCC2=O)n1	-1.6	-8.6	4.4	0.9	-3.8	22.6	-3.2	10.0	4.5
O=C(COC(=O)c1ccc(S(=O)(=O)Nc2ccccc2)cc1)NCC1CCCO1 (stereo not drawn)	-8.2	-14.9	11.0	-0.5	-17.1	-19.9	37.8	5.8	-26.7
CC(C)=CCSc1nnc(CCNC(=O)OC(C)(C)C)o1	1.0	16.6	-0.7	0.3	0.3	-0.4	1.5	6.3	-6.9
CC(=O)Nc1ccc(OCC(O)Cn2ccnc2)cc1 (stereo not drawn)	-3.8	-21.8	16.2	5.9	3.8	3.0&17.2	-13.0	11.0&9.5	3.8
O=c1c2c(nc3cc(-c4ccccc4)[nH]n13)CCC2	-9.1	nt	0.3	2.9	nt	nt	nt	9.7	-3.5
Cc1ccc(OCCCC(=O)Nc2nccs2)cc1	2.3	-18.1	1.5	0.1	1.4	10.2	-4.0	12.9	4.6
CCOC(=O)N1CCC(=NNc2nc(C)cc(=O)[nH]2)CC1	-6.6	-28.1	20.9	0.7	3.3	34.6	-18.8	7.8	-1.5
O=C(O)C/C=C(\NC(=O)OCc1ccccc1)C(=O)OCc1ccccc1	0.5	15.0	0.1	1.7	-0.5	2.6	-5.9	6.7	-4.5
CNC(=O)CSc1nc(SC)ns1	3.4	16.5	21.6	0.1	-2.7	-3.5	-4.6	2.1	1.2
CCOc1ccc(N(Cc2cc3cc(OC)ccc3[nH]c2=O)S(C)(=O)=O)cc1	20.6	nt	4.3	-0.4	nt	nt	nt	2.8	4.5
COC(=O)c1ccccc1NC(=O)CSc1nnc(-c2cccnc2)n1C	-1.7	28.8	1.8	0.5	1.2	20.4	-4.8	7.3	2.3
CCOC(=O)C1(Cc2ccccc2)CCCN(C2CCCC2)C1 (stereo not drawn)	6.5	11.0	22.9	-1.4	1.6	17.1	-5.5	18.4	-1.2
CC1CCC(C(=O)c2c(O)c3ccccc3oc2=O)CC1 (stereo not drawn)	7.8	-13.8	-11.4	-0.3	-6.7[fluorescence artefact?]	12.6	36.3	11.0	-5.2
COc1ccc(N2CCN(C(=O)CN(c3ccccc3)S(=O)(=O)c3ccc(OC)cc3)CC2)cc1	-12.6	-7.6	-1.0	-0.6	2.0	6.7	-1.0	2.4	0.1
O=C(Nc1nnc(SCC(=O)N2CCOCC2)s1)c1ccccc1	17.5	-7.8	3.6	0.4	-2.7	2.5	-2.0[fluorescence artefact?]	12.2	5.4
CCN(CC)C(=O)c1ccc(Oc2ccc([N+](=O)[O-])cc2Cl)cc1	-1.6	32.4	-18.9	-0.5	2.6	-3.2	6.6	1.0	7.8
Clc1ccc(-n2ncc3c(NCc4ccc5c(c4)OCO5)ncnc32)cc1	-5.7	-127.4	1.4	0.5	-12.8	-4.4	-9.6[fluorescence artefact?]	14.9	nt
CCc1ccc(CN2CCCC(CCC(=O)N3CCN(c4ccccn4)CC3)C2)o1 (stereo not drawn)	-4.1	-11.6	8.8	0.0	-2.5	12.8	-0.4	5.6	3.9
CCN(CC)CCCNC(=S)Nc1ccc(Br)cc1	0.3	-42.6	20.5	-0.1	8.3	-24.4	-13.4	3.0	19.0
CCOC(=O)CN1Cc2cccc(C(=O)O)c2C1=O	-6.6	-17.1	0.2	1.3	4.5[fluorescence artefact?]	-3.3	2.5[fluorescence artefact?]	13.2	4.6
O=c1[nH]c2cc3ccccc3cc2nc1C(F)(F)F	-9.1	-10.2	12.1	7.0	-2.2	-26.2	-15.3	4.6	-52.9
CCOC(=O)c1c(C)n(C)c2ccc(OC)c(NC(=O)CN3CCN(C(=O)c4ccco4)CC3)c12	-3.6	-45.8	-0.5	1.8	-7.0	16.7	-13.1[fluorescence artefact?]	18.8	2.4
CCNC(=O)COc1ccc(-c2ccccc2)cc1	2.0	-12.5	3.4	-0.7	-1.9	-7.8	3.8	7.7	-12.0
CCn1c(C)c(P(c2ccccc2)c2ccccc2)[n+]2ccccc12	5.1	-0.8	15.5	-1.0	-0.3	-59.5	-4.7	4.6	1.0

Complete entries as entered above. Order of screens: TbHK1 inh, m-calpain inh, Hck Nef HTS, L929 necroptosis, eIF4E 4G PPI, EP2 mod, 14-3-3 Bad PPI, PGE2 EP2 inh, Rad51 HR inh
CCNC(=O)COc1ccc(-c2ccccc2)cc1 is listed as 2.0, -12.5, 3.4, -0.7, -1.9, -7.8, 3.8, 7.7, -12.0
O=C(O)C/C=C(\NC(=O)OCc1ccccc1)C(=O)OCc1ccccc1 is listed as 0.5, 15.0, 0.1, 1.7, -0.5, 2.6, -5.9, 6.7, -4.5
O=c1[nH]c2cc3ccccc3cc2nc1C(F)(F)F is listed as -9.1, -10.2, 12.1, 7.0, -2.2, -26.2, -15.3, 4.6, -52.9
Cc1ccc(OCCCC(=O)Nc2nccs2)cc1 is listed as 2.3, -18.1, 1.5, 0.1, 1.4, 10.2, -4.0, 12.9, 4.6
CC(C)=CCSc1nnc(CCNC(=O)OC(C)(C)C)o1 is listed as 1.0, 16.6, -0.7, 0.3, 0.3, -0.4, 1.5, 6.3, -6.9

(more compounds)
SMILES	TbHK1 inh	m-calpain inh	Hck Nef HTS	L929 necroptosis	eIF4E 4G PPI	EP2 mod	14-3-3 Bad PPI	PGE2 EP2 inh	Rad51 HR inh
Cc1ccc(S(=O)(=O)N2CCN(CC(=O)N/N=C/c3cc([N+](=O)[O-])ccc3Cl)CC2)cc1	1.6	-66.7	0.0	0.1	1.2[fluorescence artefact?]	5.3	-0.2	6.3	-1.1
Cc1ccc(S(=O)(=O)NC(CC(=O)N2CCOCC2)c2ccco2)cc1 (stereo not drawn)	7.6	18.1	0.7	-0.2	3.0	15.6	-15.3	13.1	-6.9
Cc1cc(NC(=O)CSc2nnc(NC(=O)C3CC(=O)N(c4ccccc4C)C3)s2)no1 (stereo not drawn)	-1.2	-88.9	6.2	2.4	-2.3	16.8	-24.2	10.7	-1.8
Cc1ccc(-n2c(SCC3CNC(=O)O3)nnc2-c2ccccc2)cc1C (stereo not drawn)	-7.1	-0.5	3.9	-0.2	3.6	37.8	2.3[fluorescence artefact?]	7.0	nt
NC(=O)c1ccsc1NC(=O)c1ccc2c(c1)CCCC2	-2.7	-42.6	16.2	nt	4.2	-35.5	-1.6	17.9	1.9
CC1CC1C(=O)OCC(=O)Nc1ccc2[nH]c(=O)[nH]c2c1 (stereo not drawn)	2.9	-33.0	-9.6	0.0	15.1	17.2	14.5	2.8	22.5
O=C(O)CSCC(=O)Nc1cccc(C(F)(F)F)c1	31.9	-12.3	-16.4	0.0	0.7	29.8	12.3	1.6	1.0
O=C1NC2(CCc3ccccc3C2)C(=O)N1CCOc1cccc(Cl)c1 (stereo not drawn)	-2.2	20.8	-15.4	1.2	-3.3[fluorescence artefact?]	-33.3	4.1	7.0	-30.6
O=C1CC(SCc2nc3ccccc3[nH]2)C(=O)N1c1ccc(F)c(Cl)c1 (stereo not drawn)	0.5	-5.8	4.6	1.0	3.1	5.8	-1.2	5.1	7.2
CCOC(=O)c1ccc(NC(=O)N(CC)CC)cc1	5.9	-0.5	-0.8	0.2	10.8	-4.3	-6.5	14.1	3.4
CC(C)OC(=O)CSc1nnc(Cc2ccccc2)n1Cc1ccco1	-11.2	-54.0	-0.3	-0.3	-2.4	38.0	-1.3	7.4	4.3
CCOC(=O)c1oc2ccc(S(=O)(=O)n3nc(-c4ccc(C)cc4)cc3N)cc2c1C	-9.6	-33.4	-0.4	-0.3	3.2	-18.7	2.9	10.8	0.3
O=C(OCC(=O)N1CCN(C(=O)c2ccco2)CC1)c1cc(S(=O)(=O)Nc2ccc(Cl)cc2)ccc1O	-5.2	-143.3	0.2	4.2	-1.7	13.0	-3.9	5.3	0.2
COCCn1c(SCC(=O)Nc2ccccc2OC)nc2ccccc21	0.2	-7.7	18.7	0.1	0.5	7.5	-15.7	5.2	7.9
COc1ccc(NC(=O)C2CCCN2S(=O)(=O)c2ccc3c(c2)CCC(=O)N3)cc1Cl (stereo not drawn)	4.2	-3.5	-2.9	2.2	-2.3	-13.2	-2.0	4.5	-3.4
COc1ccc(-n2ncc3c(N4CCN(Cc5ccccc5)CC4)ncnc32)cc1	5.2	39.8	-19.9	2.3	2.8	-22.9	4.0	10.9	-4.7
CCOC(=O)C1(CC2CC2)CCN(C(=O)c2cc(C)nc3ccc(CC)cc23)CC1	-3.1	19.3	19.5	1.6	0.7	24.9	-0.2	3.9	nt
O=C(Cn1cnc2ccccc2c1=O)Nc1nnc(C2CC2)s1	1.8	-5.3	-0.8	1.1	0.3	13.3	3.0[fluorescence artefact?]	5.5	3.9
Cc1nc(COC(=O)c2ccc(S(=O)(=O)N3CCCC3)cc2)cs1	1.5	16.8	-0.2	-0.1	-1.7	3.9	-1.9	9.5	-17.1
O=C(CCNc1ccc(Br)cc1)c1cccc([N+](=O)[O-])c1	-8.3	-2.4	3.2	-1.2	3.9	-12.8	-8.1	-0.4	nt
Cn1c(=O)c2c(nc(-n3ccnc3)n2Cc2ccc([N+](=O)[O-])cc2)n(C)c1=O	1.4	28.2	0.6	-0.3	-4.2[fluorescence artefact?]	19.1	-3.6[fluorescence artefact?]	15.1	-1.6
COC(=O)COc1ccc2c(-c3cccc([N+](=O)[O-])c3)cc(=O)oc2c1	-16.4	8.5	1.7	0.0	5.0	13.3	0.3[fluorescence artefact?]	18.1	-7.3
O=c1nc2ccccc2c2n1CC(CN1CCN(Cc3ccccc3)CC1)N2 (stereo not drawn)	-5.5	16.6	1.9	2.8	3.2	21.8	2.1	20.3	-2.1
Cc1ccc(S(=O)(=O)NNC(=O)c2c(O)c3ccccc3[nH]c2=O)cc1	-4.8	-11.5	1.9	0.9	2.5	-9.9	-0.6	10.3	9.2
CCOC(=O)c1[nH]c(C)c(C(=O)Nc2cccc(Cl)c2C)c1C	-4.9	-22.1	2.0	5.3	1.6	-15.9	15.0	1.7	-2.0

Next part.
SMILES	TbHK1 inh	m-calpain inh	Hck Nef HTS	L929 necroptosis	eIF4E 4G PPI	EP2 mod	14-3-3 Bad PPI	PGE2 EP2 inh	Rad51 HR inh
CN(CCn1ccnc1)C(=O)CC1C(=O)NCCN1Cc1ccccc1C(F)(F)F (stereo not drawn)	-4.5	-26.5	19.5	2.0	0.7	18.9	-10.1	10.6	6.5
O=C(Nc1cccnc1)C1CCCN(S(=O)(=O)c2ccccc2)C1 (stereo not drawn)	-6.7	-16.7	1.1	-1.2	1.1	3.6	-4.1	-0.9	0.3
C1=C(CCNc2nnnn2-c2ccccc2)CCCC1	-2.2	6.5	1.7	-0.2	-2.4	-6.2	-3.1	5.2	-9.6
O=C(NCCc1nc2ccccc2[nH]1)c1cc([N+](=O)[O-])cc([N+](=O)[O-])c1	-2.5	6.5	1.0	2.0	-4.7	-5.7	5.3[fluorescence artefact?]	7.8	1.5
Cc1cc(C)n2nc(N)c(N=Nc3ccc(Cl)cc3)c2n1	-6.8	-9.2	1.8	-0.1	14.0	-32.0	-3.8[fluorescence artefact?]	10.5	nt
CCOc1ccc(N(CC(=O)Nc2cccc(N(C)S(C)(=O)=O)c2)S(=O)(=O)c2ccccc2)cc1	-3.3	-4.6	2.5	0.6	0.1	11.3	-9.4	15.6	nt
